# Assay outcomes as filed in PubChem.
# MRP resist rev – reversal of MRP1-mediated doxorubicin resistance, primary screen, H69AR cells, doxorubicin co-treatment; H69AR cells + 2 uM doxorubicin, CellTiter-Glo, 72 h; differential viability (reversal), % at 10 µM; 85,000 compounds, 0.04% hits;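 active = viability drop by adding the cancer drug above about 55%, with treated viability meeting a 40% cutoff, limit read from the data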;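 note: viability without doxorubicin minus viability with 2 µM doxorubicin for each compound; larger differential means the compound sensitizes cells more to doxorubicin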
# Bcl-B displacement – displacers of TR3 peptide from Bcl-B, primary screen, selectivity assay for Bfl-1 inhibitor project, biochemical, fluorescence polarization; Bcl-2-like protein 10 (Homo sapiens); FP displacement of FITC-TR3 peptide from Bcl-B; higher % means a stronger effect; one-dose displacement, % at 20 µM; IC50 in µM for titrated hits; 96,000 compounds, 0.11% hits;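 active = displacement above 50% at 20 µM plus a fluorescence interference ratio under 1.5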;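 note: plate controls were wells without compound for no effect and wells lacking Bcl-B protein for full effect; a part of the inactive calls stands beside numbers as strong as those of hits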
# NFkB transloc pot – enhancers of NFkB p65 translocation in HUVEC – imaging, IL-1B stimulus, high-content imaging, primary screen; HUVEC IL-1B NFkB p65 nuclear translocation imaging; activation, % at 2 µM; 94,000 compounds, 0.3% hits;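 active = activation above 40%, about the mean plus 3 SD, also judged a hit on visual image review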;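 note: percent activation is computed from the nuclear over cytoplasmic p65 intensity ratio; values of inactives mirror those of a sister screen read the other way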
# PLAP inhibition – PLAP enzyme inhibitors, biochemical, luminescence, HTS (AID 690). Alkaline phosphatase, placental type (Homo sapiens). purified PLAP, luminescent substrate; higher % means a stronger effect. inhibition, % at 20 µM, or IC50 in µM where a hit was titrated. 96,000 compounds, 0.08% hits; in the data active = a potency from the dose series; inactive = the rest, 99 in 100 with inhibition below about 30%; note: strong numbers were not always called active
# IL1B NFkB inh – inhibitors of IL-1B driven NFkB p65 nuclear import, primary screen, imaging, HUVEC, IL-1B stimulus, high-content imaging | HUVEC IL-1B NFkB p65 nuclear translocation imaging | 94,000 compounds, 0.43% hits | inhibition, % at 2 µM | AID 796, 2007;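 active = inhibition above about 30% together with a positive call from visual inspection of the well image, limit read from the data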;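 note: nuclear over cytoplasmic p65 intensity ratio measured by imaging; 0% = IL-1B stimulated DMSO wells and 100% = unstimulated DMSO wells; values of inactives mirror those of a sister screen read the other way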
# MRP resist rev cytotoxicity – also measured in MRP resist rev; calls as there; viability, %; H69AR cells, CellTiter-Glo, 72 h; measured here: cytotoxicity without doxorubicin
# MRP resist rev with doxorubicin – recorded beside MRP resist rev, whose call it bears; viability, %; measured here: viability with 2 uM doxorubicin; active compounds read low
# IL1B NFkB inh cell count 2 µM – recorded beside IL1B NFkB inh, whose call it bears; cell count; measured here: cells passing quality filter;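 raw number of nuclei counted in each imaged well without normalization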
# NFkB transloc pot cell count 2 µM – recorded beside NFkB transloc pot, whose call it bears; cell count; measured here: cells passing quality filter
# * marks the source's active call; other numbers are inactive results; nt = not tested or not shown. This is a subset (hit frequency here may not be typical).
# Fields: MRP resist rev	MRP resist rev cytotoxicity	MRP resist rev with doxorubicin	Bcl-B displacement	NFkB transloc pot	NFkB transloc pot cell count 2 µM	PLAP inhibition	IL1B NFkB inh	IL1B NFkB inh cell count 2 µM
O=C(Nc1ccc(N2CCN(C(=O)c3ccco3)CC2)c(Cl)c1)c1c(F)c(F)c(F)c(F)c1F
    26	42	16	-13%	5	161	6%	-5	161
O=C1Cc2ccccc2N1c1c(Cl)cccc1Cl
    5	86	81	nt	-13	90	nt	13	90
CCOC(=O)c1ccc(Nc2nc(C(=O)OCC)nc3ccccc23)cc1
    -19	38	57	5%	-3	10	13%	3	10
Cc1ccc(C)c(N2CCN(C(=O)c3cc4ccccn4n3)CC2)c1
    3	86	83	13%	29	77	-25%	-29	77
C(=N\c1nc2ccccc2n1CCN1CCCCC1)/c1cccs1
    -8	83	91	2%	17	85	-23%	-17	85
CCOC(=O)c1[nH]c(C)c(C(=O)N2CCc3ccccc32)c1C
    -14	26	40	-10%	100*	153*	-8%	-100	153
CN(C)c1ccc(C=Nc2cnn(C)c2C(N)=O)cc1
    0	86	86	-6%	nt	nt	16%	nt	nt
CN1CCN(CCCNC(=O)Nc2cccc3ccccc23)CC1
    8	104	95	-5%	24	112	-7%	-24	112
COc1ccc(NS(=O)(=O)c2cccc(C(=O)O)c2)cc1
    -3	105	109	2%	-9	109	6%	9	109
COc1ccc(NC(C)=O)cc1NC(=O)CN1CCN(CC(=O)Nc2ccc(Cl)cc2)CC1
    -3	102	104	-9%	7	135	-61%	-7	135

# In a second layout: results already given.
C(=N\c1nc2ccccc2n1CCN1CCCCC1)/c1cccs1
  MRP resist rev: -8	MRP resist rev cytotoxicity: 83	MRP resist rev with doxorubicin: 91	Bcl-B displacement: 2%	NFkB transloc pot: 17	NFkB transloc pot cell count 2 µM: 85	PLAP inhibition: -23%	IL1B NFkB inh: -17	IL1B NFkB inh cell count 2 µM: 85
CCOC(=O)c1[nH]c(C)c(C(=O)N2CCc3ccccc32)c1C
  MRP resist rev: -14	MRP resist rev cytotoxicity: 26	MRP resist rev with doxorubicin: 40	Bcl-B displacement: -10%	NFkB transloc pot: 100*	NFkB transloc pot cell count 2 µM: 153*	PLAP inhibition: -8%	IL1B NFkB inh: -100	IL1B NFkB inh cell count 2 µM: 153

# (next part)
# Fields: MRP resist rev	MRP resist rev cytotoxicity	MRP resist rev with doxorubicin	Bcl-B displacement	NFkB transloc pot	NFkB transloc pot cell count 2 µM	PLAP inhibition	IL1B NFkB inh	IL1B NFkB inh cell count 2 µM
COc1cc(C(=O)Nc2ccccc2-c2nnn(CC(N)=O)n2)cc(OC)c1OC
    nt	nt	nt	-24%	16	165	-2%	-16	165
CC(=O)c1c(N)n(C)c(=O)n(C)c1=O
    -19	82	101	-10%	nt	nt	23%	nt	nt
Cc1occc1-c1nnc(SCC(=O)N2CCOCC2)n1Cc1ccco1
    10	97	87	-2%	nt	nt	-32%	nt	nt
COc1ccccc1OCc1nc(Cc2ccc(Cl)cc2)no1
    6	92	86	-10%	42*	112*	26%	-42	112
Cc1ccc(S(=O)(=O)Cc2ccc(C(=O)N3CCN(Cc4ccccc4)CC3)o2)cc1
    -1	87	88	17%	nt	nt	-43%	nt	nt
COc1ccccc1OCc1nnc(SCC(=O)Nc2ccc(C)cc2)n1C
    -1	92	93	-4%	6	113	-4%	-6	113
CCCSc1nsc(NC(=O)C(c2ccccc2)c2ccccc2)n1
    -34	18	52	16%	6	71	-1%	-6	71
CC[n+]1c(/C=C2/C=C(C)CC(C)(C)C2)sc2ccc(OC)cc21
    nt	nt	nt	-24%	2	114	13%	-2	114
Cc1cc2oc(=O)cc(CN3CCCCC3C)c2c(C)c1Cl (stereo unspecified)
    3	79	76	-7%	4	158	2%	-4	158
CC(C)c1ccc(C2CC(=O)N3CN(C)CSC3=C2C#N)cc1 (stereo unspecified)
    3	92	89	-9%	25	169	6%	-25	169

# Complete entries, looked up by structure. Screens in order: MRP resist rev, MRP resist rev cytotoxicity, MRP resist rev with doxorubicin, Bcl-B displacement, NFkB transloc pot, NFkB transloc pot cell count 2 µM, PLAP inhibition, IL1B NFkB inh, IL1B NFkB inh cell count 2 µM
# COc1cc(C(=O)Nc2ccccc2-c2nnn(CC(N)=O)n2)cc(OC)c1OC reads nt, nt, nt, -24%, 16, 165, -2%, -16, 165
# Cc1occc1-c1nnc(SCC(=O)N2CCOCC2)n1Cc1ccco1 reads 10, 97, 87, -2%, nt, nt, -32%, nt, nt
# Cc1cc2oc(=O)cc(CN3CCCCC3C)c2c(C)c1Cl (stereo unspecified) reads 3, 79, 76, -7%, 4, 158, 2%, -4, 158
# COc1ccccc1OCc1nc(Cc2ccc(Cl)cc2)no1 reads 6, 92, 86, -10%, 42*, 112*, 26%, -42, 112

# Next section:
# Fields: MRP resist rev	MRP resist rev cytotoxicity	MRP resist rev with doxorubicin	Bcl-B displacement	NFkB transloc pot	NFkB transloc pot cell count 2 µM	PLAP inhibition	IL1B NFkB inh	IL1B NFkB inh cell count 2 µM
CC(C)CC(=O)Nc1nc2c(c(=O)[nH]1)CCCC2
    6	87	81	-2%	-3	92	9%	3	92
Cc1c(NC(=O)CSc2nnc3c4ccccc4n(CCc4ccccc4)c3n2)c(=O)n(-c2ccccc2)n1C
    nt	nt	nt	-12%	0	103	-35%	0	103
O=C(O)c1[nH]c2ccc(Cl)cc2c1CC(=O)N1CCN(C(=O)c2ccco2)CC1
    1	98	97	25%	-2	89	-38%	2	89
CC1CCN(CCCNC(=O)C2CCC(=O)N2C2CCCC2)CC1 (stereo unspecified)
    0	100	100	-6%	9	176	-33%	-10	176
CCOC(=O)N1CCN(C(=O)C2CCN(S(=O)(=O)N(CC)CC)CC2)CC1
    6	95	90	-15%	-2	109	-5%	2	109
Cc1cc(C(F)(F)F)n2ncc(-c3ccc(F)cc3)c2n1
    18	107	89	-8%	-2	183	11%	2	183
COC(=O)c1nnn(CC(=O)Nc2cccc(OC)c2)c1C(=O)OC
    7	94	86	21%	18	63	-33%	-18	63
O=C(CSc1nnc(-c2ccc(O)cc2)o1)N1CCOCC1
    2	78	76	5%	nt	nt	4%	nt	nt
c1ccc(Cc2nn3c(Cn4nnc5ccccc54)nnc3s2)cc1
    7	99	92	1%	-4	120	16%	4	120
Cc1ccnc(N2CCC(C(=O)Nc3cccc(C(F)(F)F)c3)CC2)n1
    1	90	89	-12%	nt	nt	-25%	nt	nt

# Shown as tab-separated lines: 3 of the compounds above.
mol	MRP resist rev	MRP resist rev cytotoxicity	MRP resist rev with doxorubicin	Bcl-B displacement	NFkB transloc pot	NFkB transloc pot cell count 2 µM	PLAP inhibition	IL1B NFkB inh	IL1B NFkB inh cell count 2 µM
CCOC(=O)N1CCN(C(=O)C2CCN(S(=O)(=O)N(CC)CC)CC2)CC1	6	95	90	-15%	-2	109	-5%	2	109
Cc1cc(C(F)(F)F)n2ncc(-c3ccc(F)cc3)c2n1	18	107	89	-8%	-2	183	11%	2	183
COC(=O)c1nnn(CC(=O)Nc2cccc(OC)c2)c1C(=O)OC	7	94	86	21%	18	63	-33%	-18	63

# The listing continues.
# Key to letters: A = MRP resist rev; B = MRP resist rev cytotoxicity; C = MRP resist rev with doxorubicin; D = Bcl-B displacement; E = NFkB transloc pot; F = NFkB transloc pot cell count 2 µM; G = PLAP inhibition; H = IL1B NFkB inh; I = IL1B NFkB inh cell count 2 µM
Cc1nn(C)c(C)c1S(=O)(=O)N(CC(=O)NC1CCCCCC1)c1ccc(C(C)C)cc1
  A: -6 | B: 59 | C: 65 | D: -5% | E: 5 | F: 180 | G: 19% | H: -5 | I: 180
Cc1nc(NS(=O)(=O)c2ccccc2)sc1NC(=O)OC(C)C
  A: nt | B: nt | C: nt | D: 10% | E: 1 | F: 141 | G: -12% | H: -1 | I: 141
COc1cccc(/C=N/NC(=O)CCc2c(C)n[nH]c2C)c1
  A: 18 | B: 93 | C: 76 | D: -9% | E: 6 | F: 189 | G: -110% | H: -6 | I: 189
COc1ccc(-c2oc(NC(=O)CSc3ncn[nH]3)c(C#N)c2-c2ccc(OC)cc2)cc1
  A: -47 | B: 29 | C: 76 | D: 0% | E: 8 | F: 163 | G: -2% | H: -8 | I: 163
Cc1ccc(CC(=O)Nc2ccccc2N2CCOCC2)cc1C
  A: 3 | B: 79 | C: 76 | D: 9% | E: -4 | F: 168 | G: -36% | H: 4 | I: 168
CCCCN(Cc1cc2cc(OC)ccc2[nH]c1=O)C(=O)COc1ccccc1
  A: -29 | B: 39 | C: 68 | D: nt | E: -4 | F: 188 | G: nt | H: 4 | I: 188
CCOC(=O)c1nnc(-c2ccccc2)nc1NCc1ccccc1
  A: nt | B: nt | C: nt | D: 0% | E: -1 | F: 149 | G: -18% | H: 1 | I: 149
O=C(Nc1cccc(S(=O)(=O)C(F)F)c1)c1ccc(Cl)c(S(=O)(=O)N2CCOCC2)c1
  A: nt | B: nt | C: nt | D: -1% | E: nt | F: nt | G: 13% | H: nt | I: nt
CCc1ccc(-c2nc(CN3CCC(C(=O)NCc4ccco4)CC3)c(C)o2)cc1
  A: 3 | B: 90 | C: 87 | D: -3% | E: -5 | F: 140 | G: -71% | H: 5 | I: 140
CCn1c2ccccc2c2cc(NC(=O)CSc3nnc(-c4ccccc4OC)n3N)ccc21
  A: nt | B: nt | C: nt | D: -44% | E: -17 | F: 116 | G: -59% | H: 17 | I: 116
COc1ccccc1NC(=O)CCN1CC(C)OC(C)C1 (stereo unspecified)
  A: 7 | B: 98 | C: 91 | D: nt | E: 14 | F: 108 | G: nt | H: -14 | I: 108
O=C(CCC1CCCCC1)Nc1ncn[nH]1
  A: -1 | B: 91 | C: 92 | D: -5% | E: -2 | F: 128 | G: -100% | H: 2 | I: 128
CCOC(=O)CN1CC23C=CC(O2)C(C(=O)NC2CCCCC2)C3C1=O (stereo unspecified)
  A: -6 | B: 93 | C: 99 | D: 6% | E: 4 | F: 189 | G: 13% | H: -4 | I: 189
COC(=O)c1cc2ccsc2n1CC(=O)N(C)c1ccccc1
  A: 5 | B: 83 | C: 78 | D: -6% | E: 12 | F: 139 | G: 7% | H: -12 | I: 139
CCn1c(C(=O)N2CCC(C(=O)N3CCN(c4ccccn4)CC3)CC2)cc2sccc21
  A: -9 | B: 55 | C: 64 | D: -2% | E: 0 | F: 79 | G: -39% | H: 0 | I: 79
CCOC(=O)c1c(-c2ccccc2)nc2ccccn12
  A: nt | B: nt | C: nt | D: -7% | E: 2 | F: 167 | G: 18% | H: -2 | I: 167
Cc1cccc(C2Nc3ccccc3C(=O)N2c2ccc(F)cc2)n1 (stereo unspecified)
  A: -6 | B: 92 | C: 98 | D: nt | E: -13 | F: 170 | G: nt | H: 13 | I: 170
CCOC(=O)c1c(-c2ccncc2)csc1N
  A: 11 | B: 89 | C: 77 | D: -10% | E: 3 | F: 99 | G: 6% | H: -3 | I: 99
OC12CCCCC1C(c1ccc3c(c1)OCO3)N(Cc1ccc(F)cc1)CC2 (stereo unspecified)
  A: -22 | B: 42 | C: 64 | D: 20% | E: -3 | F: 86 | G: -46% | H: 3 | I: 86
CN1CC2(C)CN(C(c3ccccc3)c3ccccc3)CC(C)(C1)C2O (stereo unspecified)
  A: 3 | B: 78 | C: 75 | D: 5% | E: nt | F: nt | G: 11% | H: nt | I: nt
COc1cccc(-n2nc3c(=S)[nH]nc(C)c3c2C)c1
  A: nt | B: nt | C: nt | D: -16% | E: -6 | F: 158 | G: -5% | H: 6 | I: 158
Cc1ccc(C)c(N2CCN(c3nc4ccccc4c(=O)n3Cc3ccccc3)CC2)c1
  A: 13 | B: 81 | C: 67 | D: -15% | E: -14 | F: 47 | G: -20% | H: 14 | I: 47
CNC(=O)CC12CC3CC(CC(C3)C1)C2
  A: 24 | B: 99 | C: 75 | D: -3% | E: 8 | F: 181 | G: 7% | H: -8 | I: 181
O=C(CCN1CCC(c2ccccc2)C1)c1ccccc1 (stereo unspecified)
  A: nt | B: nt | C: nt | D: 4% | E: -7 | F: 119 | G: 0% | H: 7 | I: 119
